T cell modulator: modulators of CD8 T cell-vesicle binding, primary screen, mouse 2C CD8+ T cells, flow cytometry; 2C CD8+ T cell-vesicle binding; stronger effect = lower value; calls only at 7 µM; 330,000 tested, 0.068% active;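 active means response, share of CD8 T cells binding vesicles, and their 90th percentile fluorescence all below set limits, cut at about 80% in these data, passing the limit was not always enough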
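incubation = binding step 1.5 h, 37 °C, antibody labelling 20 min, ice | test system = 2C mouse CD8+ T cells | read-out basis = percent CD8+ FL2 mean versus row control | controls = Peptide-free naked vesicles (low) and QL9 vesicles with 0.7% DMSO vehicle (high) | detection = flow cytometry of vesicle-bound cells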
MT stabilizer: microtubule stabilizers in HeLa cells, primary screen, imaging, high-content imaging; % tubulin-high responders, % at 10 µM; 200,000 tested, 0.83% active; AID 2205, 2009; HeLa tubulin immunostaining HCS, 24 h; share of cells brighter than vehicle mean+2SD;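 active means plate Z-score above 3 for both tubulin-high and condensed-nucleus cell shares, with cell loss under 80%, at 10 µM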;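 further: anti alpha tubulin signal scored within the nucleus-defined area of each cell; some results filed as inactive read as strong as hits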
ER stress rescue: rescue of cells from ER stress-induced death, primary screen, 384-well, CSM14.1, thapsigargin, ATP luminescence (AID 1222); cellular ATP content (survival), % at 20 µM; hits with a dose series show EC50 in µM; CSM14.1 thapsigargin-induced death rescue, ATP luminescence; higher % means a stronger effect; 190,000 tested, under 10 active;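 active means EC50 below 50 µM in the dose-response confirmation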;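 further: death triggered by thapsigargin at about 15 µM added after 2 h compound pretreatment; cell ATP read after overnight thapsigargin exposure of roughly 18 to 22 hours; normalized against plate controls of thapsigargin alone and 5% DMSO vehicle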
PhoP inhibition: inhibitors of PhoP regulon expression, primary screen, Salmonella Typhimurium, GFP reporter (AID 1863). 300,000 tested, 0.16% active. inhibition, % at 50 µM; hits with a dose series show IC50 in µM. S. Typhimurium PhoP-regulated promoter GFP reporter, 4 h; higher % means a stronger effect;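 active means inhibition over 29.93%, a cutoff 3 SD above the screen mean, later confirmed by dose response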;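 further: 0% = low Mg2+ inducing control and 100% = high Mg2+ repressing control; strong numbers were not always called active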
Autophagy HCS: autophagy modulators in MEF cells, primary screen, imaging, high-content, MEF GFP-LC3. MEF GFP-LC3 puncta imaging; test concentration mostly 10 µM. calls only at 10 µM (by protocol). 190,000 tested, 0.98% active;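 active means percentage of spot-positive cells more than 3 SD above its plate mean, without a fluorescence outlier flag or 80% toxicity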;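 further: spot-positive cell cutoff set from DMSO-treated cells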
Ins promoter up: insulin promoter activators in MIN6 cells, imaging, high-content screening, mouse beta cells | z-score at 5 µM | MIN6 insulin promoter-GFP reporter; stronger effect = higher value | AID 1625, 2009 | 190,000 tested, 0.3% active;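 active means z-score above 3 at 5 µM with at least 500 cells counted in the well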
Lipid droplet: inhibitors of hepatocyte lipid droplet formation, primary screen, imaging, high-throughput imaging, BODIPY stain | 240,000 tested, 0.4% active | AML12 mouse hepatocytes, oleate lipid droplets | AID 1656, 2009 | inhibition, % at 6.5 µM;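 active means lipid droplet intensity inhibited by at least 50%, with more than 500 cells counted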
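Material – mouse AML12 hepatocyte cell line, fixed after treatment · Compound dosing – one dose, 6.5 µM compound · Times – compound with oleate, overnight · Measured by – Image-based BODIPY and DAPI two-channel analysis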
b-catenin transl: modulators of beta-catenin nuclear translocation, primary screen, imaging, HeLa cells, immunofluorescence, high-content; AID 1665, 2009; 190,000 tested, 0.3% active; nuclear translocation activity, % at 5 µM;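 active means nuclear translocation activity above 50% at 5 µM, with a well cell count of 50 or more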;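 further: per-cell ratio of nuclear to cytoplasmic median beta-catenin stain intensity; plate controls were DMSO negative control for no effect and GSK-3 inhibitor IX positive control for full effect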
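test system = HeLa cells, endogenous beta-catenin | dosing = single 5 µM dose plus 0.02–20 µM confirmation series | times = compound treatment 24 h, 37°C, 5% CO2 | technique = beta-catenin immunofluorescence imaging with DAPI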
Dynein transport: inhibitors of GR-EGFP nuclear translocation, primary screen, dynein cargo transport inhibitor project, imaging, high-content, 3617.4 mouse cells; test concentration mostly 20 µM; stimulated with dexamethasone, 1 µM; stronger effect = lower value; z-score, hits read low; 220,000 tested, 0.47% active;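 active means plate z-score of nuclear minus cytoplasmic receptor signal below a set negative limit, without overly bright fluorescence or cell loss, cut at about -3.5 in these data, passing the limit was not always enough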;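 further: z-score of nuclear minus cytoplasmic ring GR-EGFP intensity difference per well; some compounds called inactive have numbers as strong as hits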
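medium = tetracycline-free induction medium containing charcoal-stripped FBS | probe or stimulus = dexamethasone, 1.0 µM final | timing = 48 h induction, then 1 h compound, then 30 min agonist, 37 °C | detection = automated 10x imaging of fixed Hoechst-stained cells | read-out basis = nuclear versus cytoplasmic GR-EGFP signal, averaged per well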
Dynein transport cytoplasmic EGFP: second read-out of Dynein transport, no call of its own (marks repeat the call); z-score; measured here: cytoplasmic GR-EGFP intensity; stronger effect = higher value
Dynein transport nuclear GR-EGFP: recorded beside Dynein transport, whose call it bears; z-score; measured here: nuclear GR-EGFP intensity;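 lower value marks the stronger effect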
Dynein transport cell count: recorded beside Dynein transport, whose call it bears; z-score; measured here: cell count per field
Ins promoter up cell count: recorded beside Ins promoter up, whose call it bears; cell count; measured here: cytotoxicity, nuclei count;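 total cells summed across four imaged fields per well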
Lipid droplet cells 6.5 µM: second read-out of Lipid droplet, no call of its own (marks repeat the call); cell count; measured here: cell count, cytotoxicity flag;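 cells counted across two imaged fields per well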
b-catenin transl cell count 5 µM: recorded beside b-catenin transl, whose call it bears; cell count; measured here: cell count, cytotoxicity flag
T cell modulator vesicle-bound %: recorded beside T cell modulator, whose call it bears; double positive events, %; measured here: CD8+ vesicle-bound cell fraction;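 binding gate set so that unloaded-vesicle control wells show 10% double positive cells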
MT stabilizer Hoechst-high %: second read-out of MT stabilizer, no call of its own (marks repeat the call); % Hoechst-high responders; measured here: nuclear condensation Hoechst responders;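 share of cells brighter than vehicle mean plus two SD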
MT stabilizer cytotoxicity %: further read-out of MT stabilizer, marked with its call; toxicity, %; measured here: cytotoxicity by cell density;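 0% = mean cell density of plate MIN control wells and 100% = no cells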
Autophagy HCS cell loss 18 h: further read-out of Autophagy HCS, marked with its call; toxicity, %; measured here: cell loss, nuclei count;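 cell loss after 18 h compound exposure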
Numbers without * were called inactive; i = inactive; / = not tested or not shown.

Compound,T cell modulator,T cell modulator vesicle-bound %,MT stabilizer,MT stabilizer Hoechst-high %,MT stabilizer cytotoxicity %,ER stress rescue,PhoP inhibition,Autophagy HCS,Autophagy HCS cell loss 18 h,Ins promoter up,Ins promoter up cell count,Lipid droplet,Lipid droplet cells 6.5 µM,b-catenin transl,b-catenin transl cell count 5 µM,Dynein transport,Dynein transport cytoplasmic EGFP,Dynein transport nuclear GR-EGFP,Dynein transport cell count
Cn1cc(/C=C/C(=O)N2CCCC(C(=O)c3cccc(C(F)(F)F)c3)C2)cn1 (stereo unspecified),i,14,2.0,1.2,5.0,1.9%,7%,i,8,0.35,1343,8,705,2.0,1006,0.082,-0.24,0.17,-0.24
CN(C)CC1CCCCC1OC(=O)/C=C/c1ccccc1 (stereo unspecified),i,32,/,/,/,/,-6%,/,/,-0.46,1026,-3,649,-0.6,1219,-0.54,-0.83,-0.12,0.69
CCc1c(C(=O)N2CCN(c3ccccc3F)CC2)[nH]c(C)c1C(C)=O,i,8,4.7,2.9,6.8,0.6%,0%,i,4,1.1,938,/,/,/,/,0.036,-0.03,0.055,0.0063
O=C(Nc1nnc(C2CC2)s1)C1Cc2ccccc2CN1S(=O)(=O)c1ccccc1F (stereo unspecified),i,50,3.3,2.6,3.9,0.2%,2%,i,5,-0.61,1746,/,/,0.4,1302,0.58,-0.22,-0.64,-0.086
CCCOC(=O)CCCCC1SCC(NC(=O)OC)C1NC(=O)OC (stereo unspecified),i,25,2.4,2.3,3.0,-0.2%,-4%,i,-4,-0.26,1075,/,/,-0.8,1194,1,-0.11,1.2,-0.63
Cc1ccc(C(=O)N/C(=C\c2ccc(Br)cc2)c2nc(=S)[nH][nH]2)cc1,i,13,1.5,1.3,7.2,-11%,9%,i,4,/,/,/,/,/,/,-0.068,0.057,0.36,-0.49
O=C(Nc1ccccc1)c1cc2ccccc2o1,i,47,4.3,2.4,5.9,-5.2%,2%,i,4,-0.38,1187,-4,781,-1.7,1202,-0.14,-0.27,-0.24,0.64
CCc1nnc(NC(=O)Nc2ccc(Cl)cc2)s1,i,14,5.3,2.6,8.0,-0.9%,/,i,-16,0.28,1482,10,644,-1.8,1054,-0.75,-0.35,-0.25,1.5
COc1ccc(N2CCN(C(CNC(=O)c3ccc4c(c3)OCO4)c3cccnc3)CC2)cc1 (stereo unspecified),i,58,5.8,2.8,17,-5.2%,-9%,i,29,-0.31,1596,/,/,-1.8,1373,0.7,0.082,0.52,-0.081
Cc1ccc(CSc2ncnc3c2cnn3-c2ccc(C)cc2)cc1,i,41,8.0,1.4,0.6,-1.5%,-1%,i,27,1.4,1420,-18,649,-4.3,1146,-0.99,-0.26,-0.21,1.2
NC(N)=Nc1nc(-c2ccccc2)c2cc(F)ccc2n1,i,49,3.0,1.1,3.6,-1.2%,10%,i,18,-0.04,1409,-12,666,-2.5,1016,-0.19,-0.24,-0.29,-0.25
COC(=O)CNC(=O)c1cccc(-c2ccc(OC)cc2)c1,i,63,3.5,0.8,3.7,-1.2%,-3%,i,-8,1.1,1350,19,735,0.2,1481,0.87,0.13,0.69,-1.2
O=C1c2ccccc2C2NC(=O)C3(CCCCC3)N12 (stereo unspecified),i,38,3.1,2.3,5.0,/,1%,i,1,-0.43,1258,/,/,0.6,983,-0.19,-0.22,0.21,0.26
CC(C)[C@H](NC(=O)OC(C)(C)C)c1nnc(S(=O)(=O)Cc2c(F)cccc2Cl)o1,i,38,/,/,/,-3.3%,/,/,/,/,/,2,753,-2.8,986,/,/,/,/
COc1cc(C2C(C(=O)c3cccs3)=C(O)C(=O)N2Cc2ccco2)cc(OC)c1OC (stereo unspecified),i,50,1.6,1.5,6.2,-0.8%,0%,i,13,-0.17,1529,/,/,-1.7,1402,-0.44,-0.12,-0.31,-0.31
CCOn1c(=O)c(C)[n+]([O-])c2ccccc21,i,40,4.2,1.7,6.1,-1.3%,4%,i,-3,/,/,-4,687,0.2,1035,-0.78,-0.23,-0.44,0.44
COCCNC(=O)CN1C(=O)COc2ccc(Cl)cc21,i,36,2.8,1.3,7.1,1.9%,3%,i,32,1.2,1020,17,767,1.2,443,0.34,-0.22,0.96,-0.54
COC(=O)c1ccc(NC(=O)CN2CCC(NC(=O)c3ccco3)CC2)cc1,i,24,2.9,3.3,7.7,2.2%,2%,i,1,-0.73,1452,-10,657,4.2,1038,-0.68,-0.18,-0.21,1.1
Cc1noc(C)c1C(=O)NNc1ccc(C(C)C)cc1,i,25,/,/,/,/,-10%,/,/,0.22,1478,1,691,-0.8,1044,-1.1,-0.25,-0.53,0.59
O=C(NNS(=O)(=O)c1ccccc1[N+](=O)[O-])c1ccccc1Cl,i,20,1.8,1.1,9.3,-2.5%,-4%,i,6,0.14,1396,-5,718,-1.1,1101,1,-0.26,0.48,-0.62
O=C(CSCC(=O)N1CCCCC1)Nc1nc(-c2ccc(Cl)s2)cs1,i,24,6.6,2.2,7.7,0.9%,9%,i,5,-0.46,866,/,/,-1.6,1138,-1.3,-0.15,-0.74,0.27
O=C(COC(=O)CCc1c[nH]c2ccccc12)NC1CCS(=O)(=O)C1 (stereo unspecified),i,12,4.0,1.7,5.9,-1.7%,-1%,i,3,/,/,0,727,-0.5,945,1.2,-0.25,-0.13,-0.48
COCc1cc(=O)[nH]c(-c2ccccc2OC(F)(F)F)n1,i,44,/,/,/,/,-9%,/,/,/,/,-4,676,-1.2,1114,1.4,-0.21,0.52,-1.2
O=C(OCCN=C1NS(=O)(=O)c2ccccc21)c1ccccc1,i,26,1.0,1.4,6.5,-1.1%,0%,i,0,/,/,17,811,/,/,-0.15,-0.049,-0.28,0.067
CN(C)CC(=O)Nc1ccc(Oc2ccc(Cl)cc2)cc1,i,62,2.0,1.6,7.5,-1.8%,8%,i,6,-0.39,1410,-2,761,2.5,1447,-0.24,-0.24,-0.2,0.39
CCOc1ccc(NC(=O)C2CC(=O)N(CC)C(=Nc3ccc4c(c3)OCO4)S2)cc1 (stereo unspecified),i,30,3.6,2.5,4.5,/,-10%,i,-7,-0.1,1230,-20,681,0.9,1034,0.35,0.26,0.48,0.12
C/C=C\C(=O)Nc1cccc(C2=NOC3(C2)C[C@@H](C(N)=O)N(C(=O)c2ccccc2)C3)c1 (stereo partly specified),i,41,/,/,/,/,-3%,/,/,0.21,993,/,/,-3.0,1194,-0.22,-0.78,-0.06,0.23
COc1ccc(C(=O)NNC(=S)NC(=O)c2ccccc2[N+](=O)[O-])cc1,i,46,1.7,1.7,6.2,-0.8%,-7%,i,0,-0.16,1186,-10,733,3.0,465,-0.68,0.24,-0.55,1.2
Cc1cc(C)n(C(=O)CCCCCCCCC(=O)n2nc(C)cc2C)n1,i,36,2.4,1.8,7.5,5.9%,4%,i,4,-0.84,1542,/,/,-1.4,1359,-0.89,-0.18,-1.2,-0.27

Whole records as entered above:
Listed for `CCOc1ccc(NC(=O)C2CC(=O)N(CC)C(=Nc3ccc4c(c3)OCO4)S2)cc1` (stereo unspecified) : T cell modulator = i; T cell modulator vesicle-bound % = 30; MT stabilizer = 3.6; MT stabilizer Hoechst-high % = 2.5; MT stabilizer cytotoxicity % = 4.5; ER stress rescue = /; PhoP inhibition = -10%; Autophagy HCS = i; Autophagy HCS cell loss 18 h = -7; Ins promoter up = -0.1; Ins promoter up cell count = 1230; Lipid droplet = -20; Lipid droplet cells 6.5 µM = 681; b-catenin transl = 0.9; b-catenin transl cell count 5 µM = 1034; Dynein transport = 0.35; Dynein transport cytoplasmic EGFP = 0.26; Dynein transport nuclear GR-EGFP = 0.48; Dynein transport cell count = 0.12
Listed for `C/C=C\C(=O)Nc1cccc(C2=NOC3(C2)C[C@@H](C(N)=O)N(C(=O)c2ccccc2)C3)c1` (stereo partly specified) : T cell modulator = i; T cell modulator vesicle-bound % = 41; MT stabilizer = /; MT stabilizer Hoechst-high % = /; MT stabilizer cytotoxicity % = /; ER stress rescue = /; PhoP inhibition = -3%; Autophagy HCS = /; Autophagy HCS cell loss 18 h = /; Ins promoter up = 0.21; Ins promoter up cell count = 993; Lipid droplet = /; Lipid droplet cells 6.5 µM = /; b-catenin transl = -3.0; b-catenin transl cell count 5 µM = 1194; Dynein transport = -0.22; Dynein transport cytoplasmic EGFP = -0.78; Dynein transport nuclear GR-EGFP = -0.06; Dynein transport cell count = 0.23
